M1 ag – activates human CHRM1 receptor | P11229 | CHO-K1 hM1, Fluo-8 calcium fluorescence, agonist mode; 0% DMSO, 100% acetylcholine EC100 | activation, % at 3 µM | 360,000 tested, 0.33% active;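 active = activation above the run's mean compound activation plus 3 SD, cut at about 16% in these data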;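 note: peak over basal fluorescence ratio within a 140 s kinetic read after compound addition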
Target sequence (P11229 whole entry, looked up): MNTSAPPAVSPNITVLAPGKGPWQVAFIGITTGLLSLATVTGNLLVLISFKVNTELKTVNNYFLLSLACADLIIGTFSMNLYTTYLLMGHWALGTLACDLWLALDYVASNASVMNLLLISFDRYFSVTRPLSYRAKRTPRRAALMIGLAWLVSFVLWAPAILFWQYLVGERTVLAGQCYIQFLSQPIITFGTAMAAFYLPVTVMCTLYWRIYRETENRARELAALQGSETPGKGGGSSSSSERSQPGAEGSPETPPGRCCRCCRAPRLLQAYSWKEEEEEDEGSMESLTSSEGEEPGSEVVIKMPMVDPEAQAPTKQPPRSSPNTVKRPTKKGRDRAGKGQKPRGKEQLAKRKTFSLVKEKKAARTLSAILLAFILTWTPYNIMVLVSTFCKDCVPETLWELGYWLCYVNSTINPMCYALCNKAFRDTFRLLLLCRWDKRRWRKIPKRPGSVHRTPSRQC
M1 antag – blocks human M1 muscarinic receptor. inhibition, % at 3 µM. P11229. AID 588852. 360,000 tested, 1.3% active. CHO-K1 hM1, Fluo-8 calcium fluorescence, ACh EC80 antagonist;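 active = percent inhibition above its own plate's cutoff, namely the mean of that plate's compound wells plus 3 SD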;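 note: peak over basal fluorescence ratio during 140 s after agonist addition; 0% = ACh EC80 plus DMSO and 100% = DMSO alone without agonist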
TAAR1 antagonist – human TAAR1 antagonism | AID 624466 | 360,000 tested, 1.5% active | CHO RD-HGA16 TAAR1, Fluo-8 calcium fluorescence, antagonist | inhibition, % at 3 µM | Q96RJ0;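 active = inhibition above a per-plate cutoff, the mean inhibition of test compounds on that plate plus 3 SD, cut at about 49% in these data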;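 note: 0% = DMSO plus EC80 beta-PEA response and 100% = DMSO alone without agonist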
Target sequence (Q96RJ0 whole entry, looked up): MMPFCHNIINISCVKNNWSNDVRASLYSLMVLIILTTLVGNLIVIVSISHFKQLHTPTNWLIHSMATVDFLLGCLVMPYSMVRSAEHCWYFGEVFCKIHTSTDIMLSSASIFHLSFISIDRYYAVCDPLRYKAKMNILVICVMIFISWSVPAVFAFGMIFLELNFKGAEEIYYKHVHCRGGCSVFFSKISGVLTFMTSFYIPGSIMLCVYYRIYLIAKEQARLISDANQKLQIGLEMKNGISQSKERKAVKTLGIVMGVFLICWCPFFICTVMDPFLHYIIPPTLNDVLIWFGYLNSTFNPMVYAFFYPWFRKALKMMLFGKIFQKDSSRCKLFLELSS
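Test system – hTAAR1-expressing CHO RD-HGA16 cells, Gα16-coupled · Also added – β-PEA at EC80 concentration, post-compound challenge · Compound – 3 µM, single point · Incubation – dye loading 75 min at 37 °C, then 30 min room temperature · Measured by – Fluo-8 intracellular calcium dye fluorescence, real-time kinetic reads · Benchmarks – vehicle and agonist controls · Replicates – singlicate, one well per test compound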
M1 PAM parental – M1 PAM counterscreen hit in parental CHO-K1 cells; ATP EC20, Fluo-8 calcium fluorescence; 0% at ATP EC20, 100% at ATP max; activation, % at 3 µM; 360,000 tested, 0.02% active;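 active = activation above the run cutoff, the mean activation of all test compounds plus 3 SD, cut at about 40% in these data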;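 note: peak over basal fluorescence ratio in a 140 s read after ATP addition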
CHO-K1 Ca ag – M1 agonist counterscreen hit in parental CHO-K1 cells | activation, % at 3 µM | Fluo-8 calcium fluorescence; scaled to maximal ATP response, vehicle zero | AID 602248 | 360,000 tested, 0.48% active; in the data active = activation above about 15%;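 note: untransfected CHO-K1 host cells lacking M1 receptor as counterscreen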
M1 PAM – potentiates human M1 receptor response to acetylcholine; P11229; CHO-K1 hM1, Fluo-8 calcium fluorescence, ACh EC20; 0% = ACh EC20, 100% = maximal ACh; activation, % at 3 µM; 360,000 tested, 0.088% active; AID 588819; in the data active = activation above about 19%, passing the limit was not always enough
CHO parental Ca – signal in parental CHO cells, OX1R antagonist counter-screen; 330,000 tested, 0.63% active; inhibition, % at 5.6 µM; parental CHO-K1, ATP-induced calcium, Fluo-8 fluorescence;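 active = inhibition above that plate's mean sample inhibition plus 3 SD, cut at about 26% in these data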;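 note: 0% = ATP-challenged DMSO wells and 100% = DMSO wells without ATP; some compounds past the cut are filed as inactive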
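Test system: untransfected parental CHO cell line; also added: ATP stimulus; dosing: 5.6 µM, single dose; signal: calcium-sensitive Fluo-8 fluorescence; measure: percent inhibition of ATP-evoked calcium rise, normalized to controls; benchmarks: low control ATP plus DMSO, high control DMSO only; replication: one well per compound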
CHO-K1 Ca antag – nonselective inhibitor or artifact in parental CHO-K1 cells; ATP-induced calcium, Fluo-8 fluorescence; inhibition, % at 3 µM; 360,000 tested, 0.6% active; AID 602250;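 active = inhibition above a per-plate cutoff, the plate's mean sample inhibition plus 3 SD, cut at about 24% in these data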;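 note: 0% = DMSO plus EC80 ATP and 100% = DMSO alone without ATP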
TAAR1 agonist – agonists of human TAAR1; Q96RJ0; CHO RD-HGA16 TAAR1, Fluo-8 calcium fluorescence; vehicle wells 0%, saturating PEA agonist 100%; activation, % at 3 µM; 360,000 tested, 0.99% active;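 active = activation above the mean activation of all test compounds in the run plus 3 SD, cut at about 38% in these data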
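Test system: RD-HGA16 (CHO) cells co-expressing Gα16 and hTAAR1 / Benchmarks: DMSO vehicle as 0%, PEA at EC100 as 100% / Repeats: no replicates (n 1) / Measure: % activation from peak over basal fluorescence ratio, DMSO-to-PEA scaled / Timing: 17-24 h plating, Fluo-8 75 min 37 °C, 30 min RT / Technique: kinetic Fluo-8 calcium fluorescence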
* marks the source's active call; other numbers are inactive results; . = no result given.

Values run as follows: M1 ag, M1 antag, TAAR1 antagonist, M1 PAM parental, CHO-K1 Ca ag, M1 PAM, CHO parental Ca, CHO-K1 Ca antag, TAAR1 agonist
(1) CCNS(=O)(=O)c1ccc(NC(=O)c2cncc(Br)c2)cc1
→ -5, 5, 17, 18, 2.1, 1, 0, -14, 5
(2) Cc1ccc(S(=O)(=O)NC2CC(=O)N(c3ccc4c(c3)OCCO4)C2)cc1 (stereo not given)
→ 0, -12, -16, 24, 3.6, 5, -8, -4, 5
(3) COC(=O)c1cc(COc2ccc3oc(C)c(C(=O)OC)c3c2)c(C)o1
→ -4, 5, 44, -2, 1.8, -8, -11, -12, 15
(4) COc1ccc(/C=N/NC(=O)C2c3ccccc3Oc3ccccc32)c(OC)c1
→ -1, 0, -12, 20, 0.2, 1, -5, -7, 3
(5) NS(=O)(=O)c1ccc(S(=O)(=O)N(Cc2ccccc2F)CC2CCCO2)cc1 (stereo not given)
→ -3, 3, -1, -1, 1.0, -3, 6, -20, 12
(6) COc1ccc(C2/C(=C(\O)c3cccc(OC)c3)C(=O)C(=O)N2c2ccccn2)cc1 (stereo not given)
→ -4, -13, 8, 3, 0.2, 4, -5, 2, 3
(7) O=C(c1ccc(Cl)cc1)C1CCN(C(=O)C2CC2)CC1
→ -3, -4, ., 18, 0.5, 8, -13, -10, .
(8) Cc1nc(-c2ccccc2)sc1C(=O)NN
→ -4, -15, -4, 16, 0.4, 9, -11, -9, 9
(9) COc1ccc(NC(=O)CSc2nnc(-c3ccccc3)n2Cc2ccco2)c(OC)c1
→ -2, -28, -18, -5, -0.1, 4, -16, 9, 3
(10) O=C(Nc1ccc(N2CCN(C(=O)c3ccccc3)CC2)cc1)c1cc([N+](=O)[O-])ccc1N1CCOCC1
→ -3, -4, 0, -1, 1.4, 4, -7, 0, 2
(11) Cc1cc(NC(=O)COc2ccc3c(C)c(C)c(=O)oc3c2)no1
→ -4, -9, -23, 13, 0.6, 7, ., -9, 1
(12) CC(C)c1nc(SCC(=O)N2CCc3ccccc32)n[nH]1
→ -1, 6, 1, -9, 0.1, -4, -15, -12, -1
(13) CC1CCCCC1NC(=O)COC(=O)CN1C(=O)c2ccccc2C1=O (stereo not given)
→ -2, 9, -10, 16, 0.7, -3, 0, -18, 1
(14) COc1cccc(OC)c1OCCCCN1CCC(Cc2ccccc2)CC1
→ -6, 47*, -18, 18, 7.9, -24, -12, -11, 4
(15) COc1ccc(CN=C2NN=C(c3ccc(Cl)cc3)CS2)cc1
→ -3, -11, -32, 20, 0.6, 7, -11, -12, 4
(16) CCCCCCCC(=O)Nc1cc(C(=O)NCc2ccc(C)cc2)ccc1N1CCC2(CC1)CC(c1cccc(Br)c1)=NO2
→ -4, -4, 4, 22, 1.5, 7, -13, -11, 14
(17) O=C1CC(=O)N(c2cccc(F)c2)N1
→ -3, 14, 7, 12, 6.9, -4, -6, -2, 0
(18) COc1ccc(N2CCN(Cc3nc(N)nc(Nc4ccccc4OC)n3)CC2)cc1
→ -4, -4, -11, 9, -0.1, 5, -16, -6, 1
(19) OC(c1ccccc1)(c1nc(-c2ccc(F)c(Cl)c2)cs1)C(F)(F)F (stereo not given)
→ -6, 27, 4, -6, 0.1, -18, ., -3, 4
(20) CC1CCCN(C(=O)CSc2nnc(-c3ccc(O)cc3)o2)C1 (stereo not given)
→ -2, 1, -16, -15, 1.5, 0, -12, -3, 3

Not a retest: 15 of the compounds above.
Values run as follows: M1 ag, M1 antag, TAAR1 antagonist, M1 PAM parental, CHO-K1 Ca ag, M1 PAM, CHO parental Ca, CHO-K1 Ca antag, TAAR1 agonist
(1) CCNS(=O)(=O)c1ccc(NC(=O)c2cncc(Br)c2)cc1
→ -5, 5, 17, 18, 2.1, 1, 0, -14, 5
(2) Cc1ccc(S(=O)(=O)NC2CC(=O)N(c3ccc4c(c3)OCCO4)C2)cc1 (stereo not given)
→ 0, -12, -16, 24, 3.6, 5, -8, -4, 5
(3) COC(=O)c1cc(COc2ccc3oc(C)c(C(=O)OC)c3c2)c(C)o1
→ -4, 5, 44, -2, 1.8, -8, -11, -12, 15
(4) COc1ccc(/C=N/NC(=O)C2c3ccccc3Oc3ccccc32)c(OC)c1
→ -1, 0, -12, 20, 0.2, 1, -5, -7, 3
(5) NS(=O)(=O)c1ccc(S(=O)(=O)N(Cc2ccccc2F)CC2CCCO2)cc1 (stereo not given)
→ -3, 3, -1, -1, 1.0, -3, 6, -20, 12
(6) COc1ccc(C2/C(=C(\O)c3cccc(OC)c3)C(=O)C(=O)N2c2ccccn2)cc1 (stereo not given)
→ -4, -13, 8, 3, 0.2, 4, -5, 2, 3
(7) O=C(c1ccc(Cl)cc1)C1CCN(C(=O)C2CC2)CC1
→ -3, -4, ., 18, 0.5, 8, -13, -10, .
(8) Cc1nc(-c2ccccc2)sc1C(=O)NN
→ -4, -15, -4, 16, 0.4, 9, -11, -9, 9
(9) COc1ccc(NC(=O)CSc2nnc(-c3ccccc3)n2Cc2ccco2)c(OC)c1
→ -2, -28, -18, -5, -0.1, 4, -16, 9, 3
(10) O=C(Nc1ccc(N2CCN(C(=O)c3ccccc3)CC2)cc1)c1cc([N+](=O)[O-])ccc1N1CCOCC1
→ -3, -4, 0, -1, 1.4, 4, -7, 0, 2
(11) Cc1cc(NC(=O)COc2ccc3c(C)c(C)c(=O)oc3c2)no1
→ -4, -9, -23, 13, 0.6, 7, ., -9, 1
(12) CC(C)c1nc(SCC(=O)N2CCc3ccccc32)n[nH]1
→ -1, 6, 1, -9, 0.1, -4, -15, -12, -1
(13) CC1CCCCC1NC(=O)COC(=O)CN1C(=O)c2ccccc2C1=O (stereo not given)
→ -2, 9, -10, 16, 0.7, -3, 0, -18, 1
(14) COc1cccc(OC)c1OCCCCN1CCC(Cc2ccccc2)CC1
→ -6, 47*, -18, 18, 7.9, -24, -12, -11, 4
(15) COc1ccc(CN=C2NN=C(c3ccc(Cl)cc3)CS2)cc1
→ -3, -11, -32, 20, 0.6, 7, -11, -12, 4

Continued.
Values run as follows: M1 ag, M1 antag, TAAR1 antagonist, M1 PAM parental, CHO-K1 Ca ag, M1 PAM, CHO parental Ca, CHO-K1 Ca antag, TAAR1 agonist
(21) COC(=O)c1[nH]c2ccccc2c1NC(=O)c1ccccc1[N+](=O)[O-]
→ -3, 9, 12, -4, 0.9, -9, -7, 9, 7
(22) COc1ccccc1S(=O)(=O)Cc1ccc(C(=O)N2CCN(c3cccc(Cl)c3)CC2)o1
→ 1, 16, 65*, 6, 5.9, -4, -7, 1, 25
(23) Cc1ccccc1N=CC1=C(O)c2ccccc2C1=O
→ 0, 2, -10, 9, 1.3, 16, 5, -7, 3
(24) CC(C)NC(=O)NC(=O)COC(=O)c1cc[n+]([O-])cc1
→ -3, 1, -10, 17, 0.5, 1, 0, -18, 0
(25) CCOc1ccccc1C(=O)Nc1ccc(S(=O)(=O)N2CCOCC2)cc1
→ -2, -7, 16, 21, 3.1, 2, -6, -12, 2
(26) CCn1ncc(Br)c1C(=O)Nc1cc([N+](=O)[O-])ccc1C
→ -2, 0, 1, 17, 0.0, 5, -11, -7, -2
(27) O=S(=O)(NCc1ccco1)c1ccc(S(=O)(=O)N2CCCC2)cc1
→ -14, -5, 1, -3, 0.1, 7, -9, 2, 13
(28) O=C(NCc1ccccn1)/C(=N/O)c1ccccc1
→ -2, -18, 3, 13, -0.2, 2, -20, -4, 1
(29) O=C(COC(=O)c1ccc2[nH]c3c(c2c1)CCCC3)Nc1ccccc1
→ 0, -7, 2, 17, 5.2, 2, 3, -10, 24
(30) O=C(Cc1cccc2ccccc12)NCCC1=CCCCC1
→ -9, -1, -12, 22, 0.5, 6, -18, -9, -1
(31) O=C(c1cccs1)N1CCC(c2nc3c(nnn3Cc3c(Cl)cccc3Cl)c(=O)[nH]2)CC1
→ -6, -7, -6, 23, 0.6, 4, -26, -14, -1
(32) CCOc1ccc(C(CC(=O)O)NC(=O)C(c2ccccc2)c2ccccc2)cc1OC (stereo not given)
→ -5, 0, 63*, 17, 0.5, 0, -9, -11, 0
(33) Cc1ccc(S(=O)(=O)C2C(=O)N(C)C3(C)CC2c2ccccc2O3)cc1C (stereo not given)
→ -11, -8, -18, 26, 0.0, 13, -25, -8, 0
(34) COC(=O)Cn1c2ccc(F)cc2c2nc(C)sc21
→ -5, -3, 4, 0, 0.2, -2, -3, -7, 0
(35) C=CCCC(=O)Nc1nc(C)c(-c2csc(Nc3cc(OC)ccc3OC)n2)s1
→ -3, -3, 4, -3, 0.0, -2, -23, 2, 3
(36) CC1CC(=O)C2=C(C1)Nc1nc3ccccc3n1C2c1cccnc1 (stereo not given)
→ 2, -12, -7, 10, 0.7, 12, -15, -1, 1
(37) Cc1cccc(N2CCN(c3nc4ccc(Cl)cc4n4cnnc34)CC2)c1C
→ -2, -1, -8, 13, 0.4, 0, -4, 3, -1
(38) COc1ccc(C2CC=C(C(C)=O)CN2S(=O)(=O)c2ccccc2)cc1 (stereo not given)
→ -5, -7, -16, 7, 2.1, 13, ., 24*, 2
(39) CN1CC(c2ccccc2)C(c2ccc(Cl)cc2)=N1 (stereo not given)
→ -12, -6, -27, 9, -0.3, -7, -31, -3, 4
(40) O=C(NC1=NCCS1)c1ccc(-c2ccc(Cl)cc2)o1
→ -2, -29, -9, 17, 0.1, 3, -33, -9, 3
(41) CC(C)c1nc2oc3c(NCc4ccccn4)ncnc3c2c2c1COC(C)(C)C2
→ -3, -5, -4, 15, 0.4, 4, -7, -9, 1
(42) CCOC(=O)c1cc(-c2ccccc2)n(CC(=O)Nc2ccc(OC)c(OC)c2)c1C
→ -5, -6, -11, 11, 0.4, 6, -10, 9, 16
(43) CSc1ccc(CCNC(=O)C2CCCN(c3nn4c(=O)cc(C)nc4s3)C2)cc1 (stereo not given)
→ -6, 16, -20, -15, 0.1, -5, -25, -4, 1
(44) COc1ccc2cc(CCNC(=O)c3cc4ccccc4o3)c(=O)[nH]c2c1
→ 1, 16, 15, 3, 11, -8, -23, -11, 6
(45) CCn1c(C(=O)O)c(CC(=O)Nc2ccc(Br)cc2C)c2ccccc21
→ -5, 25, 1, -7, 6.3, -17, 13, 5, 0
(46) O=C(CNc1cccc(S(=O)(=O)N2CCCCC2)c1)Nc1ccc(C(F)(F)F)cc1
→ 4, 17, -5, 14, 8.9, -8, ., -3, 8
(47) O=C1C(NS(=O)(=O)c2cccs2)=C(N2CCN(c3cccc(Cl)c3)CC2)C(=O)c2ccccc21
→ -5, -4, 5, 12, -0.3, 2, -21, 3, 1
(48) O=C(c1ccc2ccccc2c1)N1CCN(c2ccccn2)CC1
→ -7, -10, 2, -24, 1.0, 5, -10, 1, 1
